Assay outcomes: PubChem BioAssay, National Center for Advancing Translational Sciences (NCATS)
ERG-DNA inh: inhibitors of human ERG Ets domain-DNA interaction; P11308; fluorescence polarization, His-ERG Ets domain / labelled DNA; Potency, µM (top dose mostly 76.9 µM), for the others: at the top dose FP activity, negative = inhibition, hits mostly inhibitors; 370,000 tested, 0.028% active; active means well fitted inhibition curve with a large enough effect in the polarisation, with a control signal flat; inconclusive means small, poorly fitted or top-dose-only effect, or effect the other way, or a change in a side signal; inactive means no such curve, though single readings can be large or run the other way; the % refers to the polarisation;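 further: polarization taken with two DNA probes labelled with fluorescein and Texas red; potency means the concentration at half of the fitted maximal effect; % of control where 0% means no effect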
Target sequence (P11308 whole entry, looked up, the tested form may be a part): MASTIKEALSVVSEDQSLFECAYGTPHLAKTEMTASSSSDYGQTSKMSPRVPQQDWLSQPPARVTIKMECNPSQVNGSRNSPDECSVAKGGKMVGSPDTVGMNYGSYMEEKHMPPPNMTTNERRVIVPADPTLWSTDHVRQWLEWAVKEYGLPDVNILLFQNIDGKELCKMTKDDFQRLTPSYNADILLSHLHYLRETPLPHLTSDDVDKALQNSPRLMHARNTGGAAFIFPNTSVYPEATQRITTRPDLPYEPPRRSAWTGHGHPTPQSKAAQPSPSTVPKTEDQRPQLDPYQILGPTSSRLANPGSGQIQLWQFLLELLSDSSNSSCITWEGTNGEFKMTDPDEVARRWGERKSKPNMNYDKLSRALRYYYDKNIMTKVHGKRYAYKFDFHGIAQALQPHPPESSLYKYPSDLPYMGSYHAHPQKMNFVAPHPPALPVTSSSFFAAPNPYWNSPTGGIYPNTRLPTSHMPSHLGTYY
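His-tagged ERG Ets domain (1 uM in the protein solution; 300mM KCl, 50mM Tris-HCl, 1mM EDTA, 1mM DTT, pH 7.5) received compound, then a probe mix of 5 nM fluorescein-DNA and 100nM Texas-615-DNA. Fluorescence polarization was read for both dyes.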
PI4K2A block: inhibitors of human PI4K2A; purified PI4K2A, ADP-Glo luminescence, 1 h; stronger effect = lower value; activity change, negative = inhibition, % at 76.9 µM; 420,000 tested, 0.13% active; AID 1346378; in the data active means activity change below about -50%; inconclusive means mostly about -30% to -49%;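 further: -100% = wells without enzyme as full effect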
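PI4K2A activity was measured by ADP-Glo luminescence: enzyme (4 ug/mL stock) and phosphatidylinositol (1.2 mM stock) in Tris pH 7.5/MgCl2/EGTA/Triton X-100 buffer were reacted with ATP (300 microM stock) for one hour at ambient temperature.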
GLS inhibitor: inhibitors of human glutaminase (GLS) | AID 624170 | 410,000 tested, 0.21% active | GLS enzymatic activity, qHTS titration | Potency, µM (titrated, usually from 45.5 µM), inactives show at the highest dose activity change, negative = inhibition, most hits filed as inhibitors; further: potency means the concentration at half of the fitted maximal effect; on the % scale 0 is the no-effect control and ±100 the full control effect
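hKGA in 45 mM KH2PO4 (pH 8.2), 0.02% Tween-20 with compound, then 1mM L-Glutamine (stock as added) plus glutamate oxidase/HRP/Amplex red coupling mix. Fluorescence read initially and after 30 min at RT; signal change reflects glutamate formation.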
G9a inh: blocks human histone lysine methyltransferase G9a | Q96KQ7 | G9a H3K9 monomethylation, AlphaScreen, 2 h | Potency, µM (series often up to 102 µM), inactives show at the highest dose activity, negative = inhibition, actives largely listed as inhibitors | 350,000 tested, 8.8% active; further: potency means the concentration at half of the fitted maximal effect; on the % scale 0 is the no-effect control and ±100 the full control effect; nearly all actives have a fitted effect of over 75% in size
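Enzyme 20 nM + cpd, 15 min RT; add b-H3K9 pep 500 nM / SAM 20 uM; 2 h RT; anti-H3K9me1 Ab 0.5 ug/mL + SA donor / anti-rabbit acceptor beads 20 ug/mL each, 10 min; AlphaScreen read.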
Tb PGK inh: inhibitors of T. brucei phosphoglycerate kinase; 380,000 tested, 0.043% active; AID 602233; Potency, µM (top dose mostly 57.5 µM), without a hit: top-dose activity change, negative = inhibition, usual class: inhibitors; P07378; PGK/GAPDH coupled, Kinase-Glo luminescence, 60 min; further: potency means the concentration at half of the fitted maximal effect; on the % scale 0 is the no-effect control and ±100 the full control effect; nearly all actives have a fitted effect of over 60% in size
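Recombinant glycosomal PGK reaction used 1,3-bisphosphoglycerate generated in-well by GAPDH (100nM final) in 100mM TEA pH 7.6, 5mM MgCl2, 0.01% Tween-20. After 60 minutes at room temperature, ATP was read by Kinase-Glo Plus luminescence end-point.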
HP1b chromo inh: HP1-beta chromodomain-methylated histone interaction inhibition; P83916; AlphaScreen HP1-beta / biotin-H3K9me3 peptide binding; Potency, µM (top dose mostly 114 µM), inactives show at the top dose activity change, negative = inhibition, hits mostly inhibitors; 390,000 tested, 0.56% active; AID 540317; further: potency means the concentration at half of the fitted maximal effect; nearly all actives have a fitted effect of over 70% in size; inactives centre near 23
Target sequence (P83916 whole entry, looked up): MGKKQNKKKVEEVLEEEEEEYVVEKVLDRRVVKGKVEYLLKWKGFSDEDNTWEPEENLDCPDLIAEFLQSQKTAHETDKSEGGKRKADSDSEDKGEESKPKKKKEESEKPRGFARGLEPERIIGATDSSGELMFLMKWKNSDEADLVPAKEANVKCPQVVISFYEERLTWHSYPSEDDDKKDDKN
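HP1-beta protein (50 nM final) preincubated 30 min at room temperature with biotinylated H3(1-18)K9me3 peptide (50 nM) in PBS pH 7.4, 0.01% Tween-20, then compound added for 30 min. AlphaScreen streptavidin donor/nickel chelate acceptor beads (10 ug/mL final), 30 min dark, luminescence read.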
Pin1 inh: inhibitors of human Pin1; Q13526; Pin1 FP peptide displacement, HiFluor488, 10 min; Potency, µM (series often up to 115 µM), for the others: top-dose activity, negative = inhibition, actives largely listed as inhibitors; 390,000 tested, 0.009% active; active means well fitted inhibition curve with a large enough effect in the polarisation, with a control signal flat, not every such curve was filed as active; inconclusive means small, poorly fitted or top-dose-only effect, or effect the other way, or a change in a side signal; inactive means no such curve, though single readings can be large or run the other way; the % refers to the polarisation; further: potency means the concentration at half of the fitted maximal effect; on the % scale 0 is the no-effect control and ±100 the full control effect
Target sequence (Q13526 whole entry, looked up): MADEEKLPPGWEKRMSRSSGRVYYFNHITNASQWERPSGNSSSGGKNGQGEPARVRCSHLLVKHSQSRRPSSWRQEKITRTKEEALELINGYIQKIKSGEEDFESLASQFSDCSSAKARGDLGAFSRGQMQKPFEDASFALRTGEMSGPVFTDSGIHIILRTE
BAZ2B inh: BAZ2B (human) inhibition; AlphaScreen BAZ2B-H3K14Ac peptide displacement; Q9UIF8; Potency, µM (top dose mostly 114 µM), for the others: at the top dose activity change, negative = inhibition, usual class: inhibitors; 360,000 tested, 4.4% active; further: potency means the concentration at half of the fitted maximal effect; on the % scale 0 is the no-effect control and ±100 the full control effect; nearly all actives have a fitted effect of over 60% in size
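Multi-concentration screen (max 110 uM) measuring displacement of acetylated histone H3 peptide from BAZ2B by AlphaScreen, using 50 nM protein, 50 nM peptide and 10 ug/mL streptavidin donor plus Ni-chelate acceptor beads.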
JMJD2A Tudor inh: JMJD2A Tudor domain (human) inhibition | O75164 | 390,000 tested, 4.4% active | Potency, µM (top dose mostly 114 µM), for the others: at the top dose activity change, negative = inhibition, hits mostly inhibitors | AlphaScreen JMJD2A-Tudor / H3K4me3 peptide binding; further: potency means the concentration at half of the fitted maximal effect; on the % scale 0 is the no-effect control and ±100 the full control effect; nearly all actives have a fitted effect of over 50% in size
An asterisk follows results filed as active; i = inactive; u = inconclusive; x = no result given; [ ] = remark or other dose. Unless noted, the call rests on the fitted dose curve; in most records, active means well fitted curve in the direction sought with a large enough effect; inconclusive means small, poorly fitted or top-dose-only effect, or another doubt; inactive means no such curve, though single readings can be large; an effect the other way counts as inactive or inconclusive.

SMILES | ERG-DNA inh | PI4K2A block | GLS inhibitor | G9a inh | Tb PGK inh | HP1b chromo inh | Pin1 inh | BAZ2B inh | JMJD2A Tudor inh
COc1ccc(C2C(C#N)=C(/N=C/N3CCN(C)CC3)OC3=C2C(=O)CC(C)(C)C3)cc1 (stereo unspecified) | -3% | 0 | 12% | u | -1% | 19% | -1% | -10% | -16%
CCSc1ccccc1C(=O)NCc1ccc(S(N)(=O)=O)cc1 | -6% | -4 | 5% | u | -3% | 12% | -13% | 2% | -19%
Cc1cc(C(=O)NNS(=O)(=O)c2ccc(F)cc2)nn1C(C)(C)C | 2% | 3 | 8% | 9% | 6% | 36% | -1% | -3% | 1%
COc1ccc(C(=O)Nc2cccc3ccccc23)cc1 | 10% | 1 | -2% | 2%[59 µM] | -8% | -1% | -1% | -2% | 2%
CC(C)(C)c1ccc(C(=O)NN2C(=O)CSC2=S)cc1 | 61%[activator] | -7 | -6% | -30% | -3% | 58%[activator] | 55%[activator] | -28% | -2%[11.4 µM]
CN(C)c1ccc(/C=N/NC(=O)c2ccc(Cn3cc(Br)cn3)o2)cc1 | 5% | -4 | 1% | 40µM* | -4% | -6% | -2% | u | u
CC(C)c1ccc(NC(=O)C(c2ccc3c(c2)OCO3)N2CCCCC2)cc1 (stereo unspecified) | 17% | -2 | 1% | u | -5% | 35% | 7% | 2% | -14%
Cc1nc2c(cc1NC(=O)c1ccccc1)nc(C)n2Cc1ccccc1 | -10% | 3 | 4% | 22% | -4% | 44%[activator] | -3% | -5% | 5%
Cc1ccc(CNC(=O)C2CC(c3cc(C(F)(F)F)cc(C(F)(F)F)c3)=NO2)o1 (stereo unspecified) | -2% | -2 | 2% | 3%[12.7 µM] | 2% | 15% | -1% | -4% | -33%
CCCn1c(=O)c(C(=O)NNC(=O)c2ccccc2Cl)c(O)c2ccccc21 | -12% | 0 | 4% | 4% | 3% | 38% | 6% | -1% | -14%
Cn1c(=O)c2c(nc(N/N=C/c3ccncc3)n2Cc2ccccc2)n(C)c1=O | 5% | -3 | 13µM* | -2% | -7% | 26% | 6% | 0% | -22%
CC(=O)c1ccc(Oc2ncnc(N)c2[N+](=O)[O-])cc1 | -1% | 1 | -7% | 2% | 6% | 21% | -12% | 8% | -1%
CCC(C)NC(=O)CSc1nc2cc3c(cc2c(=O)n1Cc1ccco1)OCO3 (stereo unspecified) | 9% | 2 | -6% | -1% | 15% | 25% | 2% | -9% | -9%
Nc1ncc(S(=O)(=O)c2ccc(Cl)cc2)c(N)n1 | -12% | -3 | -9% | -9% | -7% | 36% | 0% | 3% | 0%
O=C(O)c1ccc(N/N=C/C(Br)=C/c2ccccc2)cc1 | 0% | -3 | 9% | 50µM* | -4% | -3% | -10% | -34% | u
CN(C)c1ccc(C2/C(=C(/O)c3ccc(Br)cc3)C(=O)C(=O)N2C)cc1 (stereo unspecified) | 0% | -7 | 32%[activator] | 40µM* | -7% | 8% | 1% | -3% | u
COc1ccc(NC(=O)CCNC(=O)c2ccco2)cc1S(=O)(=O)N(C)C | 32%[activator] | 0 | -1% | 4% | 4% | 12% | 0% | -2% | 7%
CC(=O)Nc1ccc(S(=O)(=O)N2CCCN(c3nc(C)cc(C)c3C#N)CC2)cc1 | 9% | 2 | -9% | 27% | -6% | 57%[activator] | 2% | -4% | 11%
CCC(Sc1ncccc1C(=O)OC(C)C)C(=O)NCc1ccco1 (stereo unspecified) | 6% | -1 | -2% | -11% | -4% | 9% | -17% | -10% | -22%
CC(=O)Nc1ccc(S(=O)(=O)c2ccc(N)cc2)cc1 | 3% | -3 | 0% | -4%[59 µM] | -8% | 57%[activator] | 0% | -27% | -1%
Cc1cccc2c1-c1sc(C(=O)NCCCN3CCCC(C)C3)cc1CO2 (stereo unspecified) | -14% | 0 | 1% | 24% | -6% | 47%[activator] | -4% | 10% | 19%
COCCNC(=O)C(c1ccccc1C)N(C(=O)Cn1nnc2ccccc21)c1cccnc1 (stereo unspecified) | 0% | -3 | 13% | 6%[59 µM] | i | 36% | -8% | 12% | 4%
O=C(Nc1cccc(Cl)c1)NC1CCN(C2CCCCC2)C1 (stereo unspecified) | 11% | -1 | 1% | -5%[0.501 µM] | -8% | 47%[activator] | -10% | 2% | -2%
Oc1ccc(-c2nnc(Nc3ccccc3)c3ccccc23)cc1 | -4% | 3 | 3% | 13% | -1% | 16% | 0% | -1% | -9%
COc1cc(C2CC(=O)Nc3c2c(=O)n(C)c(=O)n3C)cc(OC)c1OC (stereo unspecified) | 0% | 2 | 2% | 11%[59 µM] | 2% | 14% | -2% | 8% | 7%
CCOc1cc(C(=O)N/N=C/c2ccsc2)cc(OCC)c1OCC | -4% | 2 | 12% | 18%[59 µM] | 13% | 27% | -5% | 8% | 4%
CCCCCCCC1CC(/C(C)=N/NC(N)=O)OC1=O (stereo unspecified) | -4% | 0 | u | 2% | 0% | 6% | 8% | 2% | 40µM*
CCC1CCCCN1C(=O)CSc1nnc(-c2cccs2)o1 (stereo unspecified) | 2% | -2 | 6% | u | 1% | -12% | -8% | 26% | -5%
CC(C)CCNC(=O)C(C)N(C(=O)Cn1nnc(-c2ccc(F)cc2)n1)C1CCCC1 (stereo unspecified) | 5% | 9 | 0% | -48%[59 µM] | 5% | 14% | -3% | -5% | -8%
COc1ccc(C(=O)NC(=S)Nc2ccc(Cc3ccncc3)cc2)cc1 | -6% | -19 | -9% | u | i | -21% | 37%[activator] | u | u
CC(C)=CCN1CCN(Cc2ccc(C)s2)CC1CCO (stereo unspecified) | -6% | 2 | -1% | x | -9% | 32% | -3% | -4% | -9%
O=C(CN1CCC(n2nnc3cc(F)ccc32)CC1)NCCc1nc2ccccc2[nH]1 | x | 1 | 0% | 44%[59 µM] | 4% | 37%[activator] | 0% | 8% | -19%
COc1c(C)cc(S(=O)(=O)NCc2ccco2)c(C)c1C | 1% | -1 | -3% | -6% | 1% | 27% | -4% | -7% | -13%
CCOc1ccccc1Nc1sc(C(=O)c2ccccc2)c(N)c1S(=O)(=O)c1ccc(C)cc1 | 0% | -4 | 7% | 7%[59 µM] | 0% | 38% | 10% | 3% | -19%
O=[N+]([O-])c1c(NCc2ccccc2)cc(N2CCc3ccccc3C2)c2nonc12 | 12% | 1 | -1% | 2%[59 µM] | -9% | 22% | u | -2% | -26%
Cc1cnc(NC2=NCCC2)s1 | -5% | 1 | 1% | 11µM* | 2% | 5% | 5% | -32% | u
Cc1ccc(NC(=O)Cc2c(C(=O)O)n(C)c3ccccc23)cc1F | 5% | 1 | 2% | -1% | -6% | -21% | 0% | -2% | 45µM*
CCOc1ccccc1C(=O)Nc1cc(=O)n(C)c(=O)n1C | -1% | -5 | -1% | x | i | 3% | 3% | 9% | -13%
O=C(CCl)N(C1CCCC1)C1CCS(=O)(=O)C1 (stereo unspecified) | -9% | -3 | 1% | 4% | i | 28% | x | 4% | -7%
CCN(CC)C(=O)c1ccc(N)cc1 | -1% | -4 | 0% | -25% | 11% | 25% | 8% | -5% | -6%
CNC(=O)NC(=S)NC(=O)c1cccc(Cl)c1 | 5% | 4 | -2% | -49%[59 µM] | i | 2% | -1% | u | -6%
O=C(Nc1ccccc1C(=O)O)/C(=C/c1ccc(Cl)cc1Cl)NC(=O)c1ccco1 | 4% | 0 | 10% | x | -7% | 11% | -9% | -13% | -11%

Some of the entries so far, with values ahead of the structure.
ERG-DNA inh	PI4K2A block	GLS inhibitor	G9a inh	Tb PGK inh	HP1b chromo inh	Pin1 inh	BAZ2B inh	JMJD2A Tudor inh	SMILES
-5%	1	1%	11µM*	2%	5%	5%	-32%	u	Cc1cnc(NC2=NCCC2)s1
5%	1	2%	-1%	-6%	-21%	0%	-2%	45µM*	Cc1ccc(NC(=O)Cc2c(C(=O)O)n(C)c3ccccc23)cc1F
-1%	-5	-1%	x	i	3%	3%	9%	-13%	CCOc1ccccc1C(=O)Nc1cc(=O)n(C)c(=O)n1C
-9%	-3	1%	4%	i	28%	x	4%	-7%	O=C(CCl)N(C1CCCC1)C1CCS(=O)(=O)C1 (stereo unspecified)
-1%	-4	0%	-25%	11%	25%	8%	-5%	-6%	CCN(CC)C(=O)c1ccc(N)cc1
5%	4	-2%	-49%[59 µM]	i	2%	-1%	u	-6%	CNC(=O)NC(=S)NC(=O)c1cccc(Cl)c1
4%	0	10%	x	-7%	11%	-9%	-13%	-11%	O=C(Nc1ccccc1C(=O)O)/C(=C/c1ccc(Cl)cc1Cl)NC(=O)c1ccco1
